Pin1 inh: human Pin1 inhibition. 0.009% of 390,000 active. Q13526. Potency, µM (highest dose often 115 µM), inactives show at the top dose activity, negative = inhibition, actives largely listed as inhibitors. Pin1 FP peptide displacement, HiFluor488, 10 min; active = well fitted inhibition curve with a large enough effect in the polarisation, with a control signal flat, not every such curve was filed as active; inconclusive = small, poorly fitted or top-dose-only effect, or effect the other way, or a change in a side signal; inactive = no such curve, though single readings can be large or run the other way; the % refers to the polarisation; also: % is scaled to controls: 0 for no effect and ±100 for the full control effect
BAZ2B inh: inhibitors of human BAZ2B bromodomain; AlphaScreen BAZ2B-H3K14Ac peptide displacement; Potency, µM (series often up to 114 µM), for the others: at the top dose activity change, negative = inhibition, most hits filed as inhibitors; 4.4% of 360,000 active; AID 504333; also: % is scaled to controls: 0 for no effect and ±100 for the full control effect; nearly all actives have a fitted effect of over 60% in size
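Inhibition is scored as reduced AlphaScreen emission. The BAZ2B/b-H3(5-23)K14Ac complex (50 nM each) in PBS pH 7.4, 0.01% Tween-20 meets compound (up to 110 uM) for 30 min at RT before bead addition.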
HP1b binding inh: inhibitors of HP1-beta chromodomain binding to methylated histone tails; P83916; AlphaScreen HP1-beta / biotin-H3K9me3 peptide binding; Potency, µM (series often up to 114 µM), without a hit: top-dose activity change, negative = inhibition, usual class: inhibitors; 0.56% of 390,000 active; AID 540317; also: nearly all actives have a fitted effect of over 70% in size; inactives centre near 23
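HP1-beta protein (50 nM final) preincubated 30 min at room temperature with biotinylated H3(1-18)K9me3 peptide (50 nM) in PBS pH 7.4, 0.01% Tween-20, then compound added for 30 min. AlphaScreen streptavidin donor/nickel chelate acceptor beads (10 ug/mL final), 30 min dark, luminescence read.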
G9a block: blocks human histone lysine methyltransferase G9a; G9a H3K9 monomethylation, AlphaScreen, 2 h; Potency, µM (series often up to 102 µM), without a hit: top-dose activity, negative = inhibition, hits mostly inhibitors; 8.8% of 350,000 active; AID 504332; also: % is scaled to controls: 0 for no effect and ±100 for the full control effect; nearly all actives have a fitted effect of over 75% in size
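Readings reflect AlphaScreen signal from monomethyl-H3K9 antibody detection. HMT at 20 nM; substrate b-H3K9 500 nM; cofactor SAM 20 uM; 2 h RT reaction; compounds tested as titrations in qHTS with 15 min preincubation.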
GLS inh: blocks human kidney-isoform glutaminase activity. AID 624170. GLS enzymatic activity, qHTS titration. 0.21% of 410,000 active. Potency, µM (doses to about 45.5 µM), for inactives: at the top dose activity change, negative = inhibition, most hits filed as inhibitors; also: % is scaled to controls: 0 for no effect and ±100 for the full control effect
Target sequence (O94925 whole entry, looked up, canonical isoform): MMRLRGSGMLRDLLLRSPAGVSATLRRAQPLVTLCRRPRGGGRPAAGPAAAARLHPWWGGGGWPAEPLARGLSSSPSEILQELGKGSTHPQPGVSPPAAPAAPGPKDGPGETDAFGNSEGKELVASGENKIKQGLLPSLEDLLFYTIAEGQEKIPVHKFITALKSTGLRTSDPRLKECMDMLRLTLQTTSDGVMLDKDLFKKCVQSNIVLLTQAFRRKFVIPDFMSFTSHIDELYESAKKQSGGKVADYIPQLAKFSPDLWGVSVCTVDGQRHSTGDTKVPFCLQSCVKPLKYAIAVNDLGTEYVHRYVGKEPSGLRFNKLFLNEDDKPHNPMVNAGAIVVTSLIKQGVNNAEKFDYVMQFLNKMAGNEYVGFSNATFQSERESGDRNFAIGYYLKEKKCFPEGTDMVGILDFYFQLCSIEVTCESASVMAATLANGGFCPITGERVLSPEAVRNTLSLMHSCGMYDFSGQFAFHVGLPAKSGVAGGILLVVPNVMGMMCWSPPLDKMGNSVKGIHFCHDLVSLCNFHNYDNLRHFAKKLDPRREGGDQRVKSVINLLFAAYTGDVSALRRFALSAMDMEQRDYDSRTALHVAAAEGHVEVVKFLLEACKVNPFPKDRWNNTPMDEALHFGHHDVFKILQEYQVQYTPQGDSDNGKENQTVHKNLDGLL
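Assay buffer: 45 mM KH2PO4 pH 8.2, 0.02% Tween-20. hKGA acts on L-glutamine (1 mM solution added); product glutamate is reported by an oxidase/peroxidase Amplex Red coupling, with fluorescence taken at baseline and 30 min.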
Pol iota inh: inhibitors of human DNA polymerase iota; Pol iota fluorescent replication assay, 10 min; Potency, µM (top dose mostly 115 µM), for inactives: at the highest dose activity, negative = inhibition, actives largely listed as inhibitors; 1% of 390,000 active; AID 588590
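Pol iota at 10 nM preincubated 15 min with compounds at room temperature; reaction started with fluorescent substrate, 50 nM final. Fluorescence read kinetically at 0 and 10 min; buffer-only wells as negative control.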
JMJD2A Tudor inh: blocks the human JMJD2A Tudor domain | AlphaScreen JMJD2A-Tudor / H3K4me3 peptide binding | Potency, µM (titrated, usually from 114 µM), inactives show at the top dose activity change, negative = inhibition, actives largely listed as inhibitors | 4.4% of 390,000 active | AID 504339; also: % is scaled to controls: 0 for no effect and ±100 for the full control effect; nearly all actives have a fitted effect of over 50% in size
Tb PGK inh: inhibitors of T. brucei phosphoglycerate kinase | PGK/GAPDH coupled, Kinase-Glo luminescence, 60 min | AID 602233 | P07378 | Potency, µM (highest dose often 57.5 µM), for the others: top-dose activity change, negative = inhibition, usual class: inhibitors | 0.043% of 380,000 active; also: % is scaled to controls: 0 for no effect and ±100 for the full control effect; nearly all actives have a fitted effect of over 60% in size
Target sequence (P07378 whole entry, looked up): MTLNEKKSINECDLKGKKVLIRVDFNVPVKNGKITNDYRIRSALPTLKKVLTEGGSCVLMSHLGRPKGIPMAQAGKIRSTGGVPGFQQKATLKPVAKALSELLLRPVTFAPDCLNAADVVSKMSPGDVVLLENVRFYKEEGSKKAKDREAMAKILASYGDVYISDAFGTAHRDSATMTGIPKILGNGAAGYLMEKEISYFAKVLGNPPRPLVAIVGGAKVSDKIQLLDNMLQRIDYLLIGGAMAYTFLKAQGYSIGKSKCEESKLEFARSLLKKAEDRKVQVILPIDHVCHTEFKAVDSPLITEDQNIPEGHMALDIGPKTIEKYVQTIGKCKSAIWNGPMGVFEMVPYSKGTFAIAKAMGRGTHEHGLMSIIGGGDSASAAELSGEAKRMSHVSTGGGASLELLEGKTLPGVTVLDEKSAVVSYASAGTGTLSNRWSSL
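Recombinant glycosomal PGK reaction used 1,3-bisphosphoglycerate generated in-well by GAPDH (100nM final) in 100mM TEA pH 7.6, 5mM MgCl2, 0.01% Tween-20. After 60 minutes at room temperature, ATP was read by Kinase-Glo Plus luminescence end-point.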
BLM helicase inh: blocks DNA unwinding by human BLM helicase | P54132 | Potency, µM (highest dose often 56.1 µM), inactives show at the top dose activity change, negative = inhibition, hits mostly inhibitors | AID 2528 | recombinant BLM DNA unwinding, fluorescence dequenching | 0.2% of 350,000 active;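 also: plate controls were vehicle for no effect and no enzyme for full effect; nearly all actives have a fitted effect of over 35% in size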
* = called active by the depositor; i = inactive; ? = inconclusive; . = not tested or not shown; & = joins results of further samples; [ ] = dose if it differs, or a comment. Unless noted, calls follow the shape of the dose curve; as a rule, active = well fitted curve in the direction sought with a large enough effect; inconclusive = small, poorly fitted or top-dose-only effect, or another doubt; inactive = no such curve, though single readings can be large; an effect the other way counts as inactive or inconclusive. Potency is read from the fitted curve at half-maximal effect. The list is partial; rates above refer to the full screens.

The opening 4 records (preview)
SMILES	Pin1 inh	BAZ2B inh	HP1b binding inh	G9a block	GLS inh	Pol iota inh	JMJD2A Tudor inh	Tb PGK inh	BLM helicase inh
COC(=O)C1=C(c2ccccc2)c2ccccc2S(=O)(=O)N1CC(=O)Nc1ccccc1C(F)(F)F	3%	-5%	4%	-8%[59 µM]	2%	-2%	-24%	-9%	-13%
COC(=O)c1ccccc1NC(=O)c1noc2c1CC(C(C)(C)C)CC2 (configuration not stated)	-2%	4%	59%[activator]	27%[12.7 µM]	1%	34%[activator]	6%	-13%	0%
CCn1cc(CNC(=O)c2cc(-c3ccccc3OC)nc3ccccc23)c(C)n1	5%	-3%	73%[activator]	3%	9%	-5%	-9%	i	3%
Cc1nc(SCc2nc3ccc(F)cc3[nH]2)c2oc3ccccc3c2n1	?	.	25%	.	-5%	2%	?	3%	.

Main list, previewed entries included:
SMILES	Pin1 inh	BAZ2B inh	HP1b binding inh	G9a block	GLS inh	Pol iota inh	JMJD2A Tudor inh	Tb PGK inh	BLM helicase inh
COC(=O)C1=C(c2ccccc2)c2ccccc2S(=O)(=O)N1CC(=O)Nc1ccccc1C(F)(F)F	3%	-5%	4%	-8%[59 µM]	2%	-2%	-24%	-9%	-13%
COC(=O)c1ccccc1NC(=O)c1noc2c1CC(C(C)(C)C)CC2 (configuration not stated)	-2%	4%	59%[activator]	27%[12.7 µM]	1%	34%[activator]	6%	-13%	0%
CCn1cc(CNC(=O)c2cc(-c3ccccc3OC)nc3ccccc23)c(C)n1	5%	-3%	73%[activator]	3%	9%	-5%	-9%	i	3%
Cc1nc(SCc2nc3ccc(F)cc3[nH]2)c2oc3ccccc3c2n1	?	.	25%	.	-5%	2%	?	3%	.
CCOC(=O)N1CCN(Cc2ccccn2)CC1	0%	?	18%	7.1µM*	-11%	?	0.79µM*	i	4%
O=C(O)c1cc([N+](=O)[O-])ccc1NCCCc1ccccc1	0%	.	3%	18%[12.7 µM]	28%	?	-32%	0%	-3%&-8%
COc1cc(S(=O)(=O)N2CCCCC2)ccc1NC(=O)c1ccccc1Cl	16%	10%	26%	-6%[59 µM]	6%	-4%	-14%	.	-3%
CCN(CC)c1cc2c(cc1F)c(=O)c(S(=O)(=O)c1ccccc1)cn2C	-6%	8%	39%[activator]	5%[59 µM]	-5%	13%	-2%	3%	-1%
CC1CCc2cc(F)ccc2N1C(=O)c1cc2nc(-c3ccco3)cc(C(F)(F)F)n2n1 (configuration not stated)	4%	3%	26%	50µM*	-2%	6%	2%	8%	-13%
CC(Sc1nnnn1-c1ccccc1)C(=O)NC1CCCC1 (configuration not stated)	6%	11%	30%	1%[12.7 µM]	-17%	-7%	-2%	i	.
C=C(C)COc1ccc(-c2[nH]ncc2Oc2ccccc2OCC)c(O)c1	?	6%	45%[activator]	59%[activator][59 µM]	11%	-5%	-13%	-1%	-3%
O=C(c1ccco1)N1CCN(c2ccc([N+](=O)[O-])cc2Cl)CC1	3%	?	16%	7%[12.7 µM]	-2%	-14%	-13%[11.4 µM]	3%	-3%
CCOC(=O)c1ccc(N2CCN(c3cccc(OC)c3)CC2)c(NC(=O)Nc2ccc(OCC)cc2)c1	2%	0%	26%	-8%[59 µM]	-29%	-12%	-19%	-1%	-4%
O=C(Nc1ccc(-n2nncc2-c2ccco2)cc1)c1ccc(F)cc1	-2%	?	?	50µM*	3%	?	?	-8%	-5%
CCCCc1nnc(NC(=O)c2ccc3[nH]c(=O)c(=O)[nH]c3c2)s1	1%	-25%	22%	53%[activator]	3%	-9%	2%	2%	-1%
Cc1cc(C)n2ncc(C(=O)Nc3cccc(O)c3)c2n1	21%	4%	40%[activator]	?	-3%	34%[activator]	-10%	7%	-4%
CC(C(=O)Nc1nc(-c2ccc(F)c(F)c2)cs1)N1C(=O)C2CC=CCC2C1=O (configuration not stated)	?	-4%	35%	10%[59 µM]	-1%	7%	-16%	13%	.
CCOC(=O)c1c(C)n(C)c2ccc(OC)c(NC(=O)CN3CCC4(CC3)OCCO4)c12	3%	13%	32%	?	-30%	11%	-14%	-7%	-9%
O=C(NCC(c1ccco1)N1CCCC1)c1ccc(Cl)c(S(=O)(=O)N2CCc3ccccc32)c1 (configuration not stated)	?	?	-29%	0%[12.7 µM]	14%	-11%	?	-7%	.
COc1ccc(-c2cc(C(=O)O)c3sc(N4CCCCC4)nc3n2)cc1OC	?	1%	40%[activator]	-12%[59 µM]	-15%	?	-11%	i	-9%
COCCNC(=O)c1nc2c(nnn2Cc2cc(C)ccc2C)c(=O)[nH]1	13%	-18%	10%	11µM*	9%	19%	?	-5%	-3%
CCOc1ccc(N(CC)C(=O)c2cc3c(s2)-c2ccccc2OC3)cc1	21%	-4%	24%	-14%[59 µM]	3%	1%	-6%	3%	-8%
COc1ccc(C(=O)Nc2cc(C(=O)NCCc3ccccc3)ccc2Cl)cc1	0%	8%	20%	21%[12.7 µM]	-1%	-14%	-25%	-13%	-3%
CCCOc1ccccc1C(=O)N1CCCCC1CCN1CCOCC1 (configuration not stated)	-2%	-10%	43%[activator]	-1%[59 µM]	1%	22%	-15%	1%	2%
CC[C@H](C)[C@H](NC(=O)OCc1ccccc1)C(=O)OCC(=O)N(C)CC(=O)Nc1ccccc1Cl	0%	10%	0%	-33%	1%	18%	-21%	-2%	.
COc1cc(C(=O)N2CCC(c3ccncc3)CC2)cc(OC)c1OC	-1%	-2%	46%[activator]	10%[59 µM]	-16%	-4%	9%	1%	2%
CC1CN(C(=O)c2ccc(NS(=O)(=O)c3ccc(C(C)(C)C)cc3)cc2)CC(C)O1 (configuration not stated)	5%	-12%	24%	-1%	4%	23%	-15%	-5%	-2%
Cc1cc(C)nc(N2C(=O)CC(C(C)c3ccccc3)C2=O)n1 (configuration not stated)	4%	0%	20%	-2%[12.7 µM]	?	6%	-24%	i	1%
C[C@@H](CSc1ccc(Br)cc1)CN1CC[C@H](O)CCC1=O	6%	6%	44%[activator]	1%[2.33 µM]	4%	20%&29%	-15%	i	.
O=C(NCc1ccc(Cl)cc1Cl)C1CC(=O)N(Cc2ccccc2)C1 (configuration not stated)	-1%	-15%	1%	0%	-1%	125%[activator]	-17%	-8%	-3%
CCOC(=O)N1C2=NC(C(=O)OC)=C(C(=O)OC)[C@@H]3Nc4ccccc4[C@]23C[C@H]1C(=O)OC	2%	-2%	26%	7%[59 µM]	16%	3%	-11%	-8%	1%[12.4 µM]
COc1ccc(C2CC(c3cccs3)=NN2C(=O)CCC(=O)O)cc1 (configuration not stated)	-9%	-1%	29%	-74%	1%	18%	-6%	-5%	-5%
COc1ccc(C(=O)/C=C2\NCC3c4ccccc4CCN3C2=O)cc1 (configuration not stated)	4%	10%[57.1 µM]	-21%	-5%[12.7 µM]	-1%	18%	-13%[57.1 µM]	0%	-1%
Cc1ccc(-c2noc(CN3CCN(C(c4ccccc4)c4ccccc4)CC3)n2)cc1	33%[activator]	-4%	28%	-42%	9%	6%	-15%	-7%	-10%
Cc1[nH]n(-c2ccccc2)c(=O)c1C1(C(F)(F)F)C(=O)N(c2ccccc2)C2=C1C(=O)CC(C)(C)C2 (configuration not stated)	-1%	-38%	0%	?	?	15%	-26%	-7%	-3%
CCn1cc(/C=C(\NC(=O)c2ccc(OC)c(OC)c2)C(=O)NCCCN2CCOCC2)c2ccccc21	4%	2%	52%[activator]	.	0%	-17%	7%	i	-1%
CCOCCOc1nc2c(c(=O)n(C)c(=O)n2C)n1Cc1ccc(C)cc1	-6%	2%	26%	-8%[59 µM]	9%	?	-10%	1%	2%
O=c1cc(C(F)(F)F)nc(SCc2cccnc2)[nH]1	-10%	-13%	17%[57 µM]	-9%	12%	-5%	-1%	5%	-2%
O=S(=O)(Cc1ccccc1)NCCc1ccc(F)cc1	-10%	3%	34%	5%[59 µM]	-9%	132%[activator]	1%	i	-5%
CC1(C)Cc2c(C#N)c(SCC(=O)c3ccccc3)nc(N3CCOCC3)c2CS1	42%[activator]	6%	-19%	-37%[12.7 µM]	12%	?	-19%[11.4 µM]	-7%	3%
O=C(CN1C(=O)NC(Cc2c[nH]c3ccccc23)C1=O)Nc1ccccc1C(F)(F)F (configuration not stated)	.	.	18%	.	-2%	13%	-32%	i	.
CCOC(=O)c1c(-c2ccncc2)csc1N	2%	5%	3%	?	1%	10%	-21%	-3%	1%
COc1ccc(Cl)cc1C(=O)NNC(=O)CCNS(=O)(=O)c1ccccc1	-3%	.	30%	.	-6%	50%[activator]	-10%	5%	.
COc1ccc([N+](=O)[O-])cc1NC(=O)C(C)NNC(=O)c1cccc([N+](=O)[O-])c1 (configuration not stated)	-5%	.	18%	.	24%	3%	-14%	0%	.
CCOc1ccc(NC(=S)N2C3CCCC2CC(NC(=O)C2CC2)C3)cc1 (configuration not stated)	-1%	1%	34%	-42%	-6%	-6%	-15%	-10%	-1%
O=C(NCCO)c1ccc(Cl)c(Cl)c1	-17%	4%	43%[activator]	-16%[12.7 µM]	5%	21%	-2%	-11%	1%
Cn1c2ccccc2c2c(C(=O)N3CCN(c4ccc(F)cc4)CC3)cn(C3CCCCC3)c(=O)c21	9%	-1%	26%	?	-4%	11%	?	-9%	-6%
Cc1cc(C)n(CCn2nc(C)cc2C)n1	-2%	1%	44%	6%	5%	13%	7%	2%	-1%
CC(=O)c1cccc(NCC(=O)c2ccc(C)c([N+](=O)[O-])c2)c1	0%	-21%	74%[activator]	35µM*	1%	14%	-28%	-7%	-8%
Cc1ccc(CNC(=O)c2ccc(CS(=O)(=O)Cc3ccc(F)cc3)o2)cc1	4%	7%	23%	-10%[59 µM]	2%	?	-16%	-3%	-4%
CC(C)OC(=O)C(NC(=O)c1ccccc1)=C1CCCCC1	3%	-15%	24%	3%[59 µM]	4%	3%	-12%	1%	0%
CCOCCCNC(=O)CN(Cc1ccc(Cl)cc1)S(C)(=O)=O	3%	8%	18%	-4%[59 µM]	-10%	6%	-6%	3%	-2%

Bioassay records from PubChem BioAssay.
